Assay outcomes as filed in PubChem BioAssay.
AGP1 TOR yeast: modulators of TOR pathway AGP1-GFP in S. cerevisiae; GFP response vs DMSO, % at 10 µM; AID 2066; S. cerevisiae AGP1-GFP multiplex flow cytometry, 3 h; GFP as percent of DMSO wells; hit rate 0.02% among 320,000;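 active = GFP response relative to DMSO above a set limit, near screen average plus 3 SD, cut at about 150% in these data; inconclusive = fewer than 70 cells counted for the yeast strain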;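 note: median GFP channel fluorescence of the gated AGP1 strain per well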
GLD-1 TGE inh: GLD-1-TGE RNA interaction inhibition (C. elegans); purified GLD-1 + fluorescein TGE RNA, fluorescence polarization; hit rate 0.44% among 320,000; Q17339; AID 2280; inhibition, % at 5.96 µM;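 active = percent inhibition above a per-plate cutoff, the plate mean of test compounds plus 3 SD, cut at about 30% in these data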;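 note: 0% = DMSO wells with GLD-1 and probe and 100% = wells lacking GLD-1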
BCLXL inh: inhibitors of human Bcl-xL; GST-Bcl-xL / FITC-Bim BH3 peptide fluorescence polarization; hit rate 0.7% among 320,000; inhibition, % at 10.9 µM; Q07817; AID 2129;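 active = inhibition above the mean of all tested compounds plus 3 SD, cutoff set per campaign, cut at about 30% in these data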;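 note: 0% = DMSO wells and 100% = unlabeled Bim-BH3 peptide competitor; inhibitors lower millipolarization by displacing the labeled peptide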
CR mimetic SO: caloric restriction mimetics inhibiting age-related superoxide in yeast; S. cerevisiae aged cells, superoxide DHE fluorescence; hits give low values; superoxide response (% of plate mean), % at 10 µM; hit rate 0.18% among 330,000; AID 2690;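 active = superoxide response under a set limit, about three screen SD below normal, cut at about 65% in these data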;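 note: yeast aged for seven days with compound at 30 °C before DHE staining; 100% = average MFI of all compound-treated wells on the plate with controls excluded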
MEX-5 binding: C. elegans MEX-5 TCR-2 RNA binding activity | Q9XUB2 | MEX-5/FITC-TCR2 RNA binding, fluorescence polarization; hits give low values | activity score (negative = inhibition of binding), % at 10 µM | hit rate 0.38% among 300,000;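 active = inhibition past about -25% in most replicates, and total fluorescence under double the plate's negative control median, limit read from the data; inconclusive = replicates evenly split on the limit, or fluorescence at least double controls; inactive = too little inhibition in most replicates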;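 note: 0% = DMSO and -100% = 5 µM competing unlabeled TCR2 RNA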
CIT2-GFP yeast: alters CIT2-GFP fluorescence in TOR pathway yeast screen | S. cerevisiae CIT2-GFP strain, flow cytometry, 3 h; 100 means same as DMSO wells | GFP response vs DMSO, % at 10 µM | hit rate 0.065% among 320,000 | AID 2029;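 active = GFP response relative to DMSO above a set limit, near the screen mean plus 3 SD, cut at about 150% in these data; inconclusive = Fewer than 70 cells measured for a yeast strain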;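 note: ratio of well median GFP fluorescence to mean of DMSO wells on the plate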
MCL1-BIM inh: inhibitors of human MCL1 binding to BIM-BH3 peptide; Q07820; GST-MCL1 / FITC-Bim-BH3 fluorescence polarization; inhibition, % at 10.9 µM; hit rate 0.68% among 320,000; AID 2057;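 active = inhibition above the mean inhibition of all tested compounds plus 3 SD, set per campaign, cut at about 40% in these data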;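 note: 0% = DMSO wells and 100% = unlabeled Bim-BH3 peptide control; higher means more loss of mP so more displacement of Bim peptide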
VLA-4 inh: inhibition in a human VLA-4 binding assay | hit rate 0.2% among 330,000 | AID 2557 | inhibition, % (about 7 µM as worked out from the volumes in the protocol) | VLA-4 expressing cells, ligand binding flow cytometry; in the data active = inhibition above about 50%
Target sequence (P13612 whole entry, looked up): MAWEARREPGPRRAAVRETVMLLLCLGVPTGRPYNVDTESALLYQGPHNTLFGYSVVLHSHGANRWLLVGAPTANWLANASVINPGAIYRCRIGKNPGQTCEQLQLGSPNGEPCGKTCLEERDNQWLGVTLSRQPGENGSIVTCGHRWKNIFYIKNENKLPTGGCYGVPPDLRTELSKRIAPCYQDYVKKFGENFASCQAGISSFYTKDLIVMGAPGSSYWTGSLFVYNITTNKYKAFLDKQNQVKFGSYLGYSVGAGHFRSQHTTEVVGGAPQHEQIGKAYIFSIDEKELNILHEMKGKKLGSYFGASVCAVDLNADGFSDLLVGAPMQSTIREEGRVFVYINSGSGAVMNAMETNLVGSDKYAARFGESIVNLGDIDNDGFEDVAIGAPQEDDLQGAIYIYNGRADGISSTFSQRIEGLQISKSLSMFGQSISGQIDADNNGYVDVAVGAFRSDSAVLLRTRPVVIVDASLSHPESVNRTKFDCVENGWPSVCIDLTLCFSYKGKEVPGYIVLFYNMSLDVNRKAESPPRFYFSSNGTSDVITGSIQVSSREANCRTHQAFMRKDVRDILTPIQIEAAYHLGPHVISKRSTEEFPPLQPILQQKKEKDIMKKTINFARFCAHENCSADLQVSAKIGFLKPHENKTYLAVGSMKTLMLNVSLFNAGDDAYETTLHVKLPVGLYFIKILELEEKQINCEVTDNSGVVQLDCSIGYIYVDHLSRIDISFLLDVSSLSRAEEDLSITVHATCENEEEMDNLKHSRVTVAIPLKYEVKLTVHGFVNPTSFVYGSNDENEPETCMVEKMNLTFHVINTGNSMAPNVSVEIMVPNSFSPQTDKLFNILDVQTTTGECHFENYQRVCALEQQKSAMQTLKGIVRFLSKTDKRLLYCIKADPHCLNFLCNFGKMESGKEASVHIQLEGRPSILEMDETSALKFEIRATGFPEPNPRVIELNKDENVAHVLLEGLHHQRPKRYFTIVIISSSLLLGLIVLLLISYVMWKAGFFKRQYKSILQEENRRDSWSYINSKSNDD
GRK2 aptamer HTS: blocks RNA aptamer binding to human GRK2. P25098. bead flow cytometry, FAM-aptamer displacement from GRK2. inhibition of aptamer binding, % at 10 µM. hit rate 0.59% among 330,000. AID 488847;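 active = inhibition of aptamer binding above 40%, roughly 3 SD of noise, on plates passing a quality check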;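 note: median bead fluorescence of bound FAM aptamer so fluorescent compounds give negative values; no value below 0 was filed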
Starred values were filed as active, the others as inactive; i = inactive; u = inconclusive; x = no result given; [ ] = remark or other dose.

SMILES	AGP1 TOR yeast	GLD-1 TGE inh	BCLXL inh	CR mimetic SO	MEX-5 binding	CIT2-GFP yeast	MCL1-BIM inh	VLA-4 inh	GRK2 aptamer HTS
CCN(CC(=O)Nc1ccc2c(c1)OCCO2)C(=O)c1ccc(CS(C)(=O)=O)cc1	103	-2	x	119	x	112	x	6	0
COCCNC(=O)COc1cccc2c1OC(C)(C)C2	88	-1	-2	i	1.9	98	-10	-3	2
CCOC(=O)NC(=O)c1cn(C(CC)CO)c(=O)[nH]c1=O (centres undefined)	91	9	-1	89	-1.6	96	-1	7	1
Cc1nc(NCCc2ccccc2)c2nnn(Cc3ccccc3Cl)c2n1	104	-6	1	96	2.4	105	10	15	2
CC(C)CC(=O)NCC(C)NC(=O)CC(C)C (centres undefined)	100	-2	1	101	1.6	99	11	5	0
CN1CCN(C(=O)CN2C(=O)COc3ccc(S(=O)(=O)N4CCOCC4)cc32)CC1	101	1	2	110	-1.4	111	4	-7	2
CC(C)CN(C(=O)COc1ccc([N+](=O)[O-])cc1)c1c(N)n(CC(C)C)c(=O)[nH]c1=O	91	5	-9	135	x	92	-15	-14	0
Cc1ccc(C(=O)O/N=C2\CCSc3ccc(C)cc32)cc1	100	2	4	99	0.0	x	-2	-8	11
CCCCn1c(N)c(N(CCOC)C(=O)CN2C(=O)c3ccccc3C2=O)c(=O)[nH]c1=O	94	4	7	101	-3.6	94	-1	0	2
COc1ccc(CNC(=O)CN(C)S(=O)(=O)c2ccc3c(c2)OCCO3)cc1OC	107	1	-1	92	x	98	1	10	0
O=C(N=c1ccn(-c2nc3ccccc3nc2NS(=O)(=O)c2ccccc2)cc1)c1cccs1	107	15	17	104	-17	105	17	4	1
CNc1nc2ccccc2n1/N=C/c1cccc(OC)c1OC	99	5	0	104	0.6	101	-1	1	0
COC(=O)c1sc(NC(=O)CSc2nc3cccnc3n2C)nc1C	100	13	2	96	2.7	104	-4	-2	3
O=C(Cn1nnc(-c2ccccc2)n1)NC(=O)NC1CCCC1	95	0	3	96	x	94	3	0	0
C=CCOc1ccccc1/C=N/NC(=O)Cc1ccccc1	99	1	1	95	1.3	101	1	4	4
N#CCCN(C(=O)COC(=O)/C=C/c1cccs1)c1ccccc1	98	10	x	115	x	91	x	-4	0
N#CCC(=O)N/N=C\c1cc(Br)ccc1OC/C=C/c1ccccc1	91	x	x	79	x	94	x	15	0
O=C1CN(C(=O)c2ccco2)c2ccccc2N1	95	-2	6	95	-1.4	92	6	4	2
C=CCCC(=O)N1CCC(Oc2cccc(C(=O)NCc3ccccn3)c2)CC1	99	5	-1	92	0.5	103	-2	-1	1
CC(C)Oc1cc2ccccc2cc1CNC[C@H]1O[C@@H](n2cnc3c(N)ncnc32)[C@H](O)[C@@H]1O	97	2	x	100	x	98	x	38	10
COc1ccc(NC(=O)CN(C)C(=O)Cc2ccc3c(c2)CCC3)cc1	106	6	4	102	1.4	120	-7	-1	3
O=C(c1ccc(Nc2cccc(C(F)(F)F)c2)nc1)N1CCCC1	99	5	0	94	-1.4	108	-2	3	0
Cc1ccc(CNS(=O)(=O)c2ccc3oc(C(=O)O)c(C)c3c2)cc1	27[may fluoresce violet]	3	7	84	-1.6	u	3	-2	1
COc1ccccc1N1CCN(C(=S)Nc2ccc(S(=O)(=O)N3CCOCC3)cc2)CC1	111	-4	1	106	0.4	101	3	-2	0
Cc1ccccc1OCc1nnc2c3cnn(C)c3ncn12	96	-6	6	113	0.1	98	-8	-4	0
CCOC(=O)C1(C(F)(F)F)N=C(c2cccnc2)OC(N2CCCCC2)=N1 (centres undefined)	92	3	3	97	2.4	90	4	30	3
COc1cccc(CNc2ccc([N+](=O)[O-])cc2C)c1	93	-9	-2	93	0.2	89	-3	9	1
O=C(CCc1c[nH]c2ccccc12)OCC(=O)N1CCN(S(=O)(=O)c2ccccc2)CC1	107	10	2	94	-0.8	108	3	-1	2
COc1cc(/C=C/C(=O)Nc2cc(C(F)(F)F)ccc2Cl)cc(OC)c1OC	98	16	8	108	-0.1	95	2	18	7
Cc1ccc(NC(=O)[C@H](Cc2ccccc2)NC(=O)[C@@H]2Cc3ccccc3CN2)c(C)c1	108	4	5	107	19	104	8	-92	0
CC(C)Nc1nnc(SCc2cc(=O)n3ccsc3n2)s1	101	4	10	103	0.9	96	19	-2	0
CCOC(=O)C1=C(COC(=O)CCOc2ccc(C)cc2)NC(=O)NC1C (centres undefined)	88	3	2	107	0.1	101	2	-4	0
Cc1cc2oc(=O)cc(COC(=O)c3n[nH]c4ccccc34)c2cc1C	108	5	8	110	-1.9	99	1	1	0
COc1ccc(S(=O)(=O)NNC(=O)Nc2ccc(C)cc2)c(OC)c1	95	-14	-5	109	-0.8	96	-3	10	0
CC(C)CN(C(=O)c1cc2ccccc2o1)c1c(N)n(CC(C)C)c(=O)[nH]c1=O	95	4	2	108	2.3	96	-5	8	2
CCN(CC)C(=O)CC(c1ccc2c(c1)OCO2)c1c(OC)cc(OC)c2ccc(=O)oc12 (centres undefined)	100	10	10	95	-0.8	95	16	-2	12
CCc1nnc(NC(=O)CCC(=O)NC2CCCCC2)s1	99	3	2	96	-0.4	96	0	13	0
COc1ccc(NC(=O)Nc2nnc(Cc3ccc(F)cc3)s2)cc1	105	x	x	100	0.9	103	x	-65	0
CCOC(=O)CC(NCc1ccc(OC)c(OCC)c1)c1ccc(C)cc1 (centres undefined)	94	5	-2	98	1.8	94	-4	10	2
O=C(Nc1ccccc1)N1CCCC(CNS(=O)(=O)Cc2ccccc2)C1 (centres undefined)	95	-3	5	95	0.6	88	3	24	0
CN(C)c1cc[n+](CC(=O)Nc2cc(C(F)(F)F)ccc2Cl)cc1	70	-2	2	126	0.9	64	-4	16	1
Cc1ccsc1CN(C)C(=O)CN1C(=O)NC2(CCCCC2C)C1=O (centres undefined)	97	2	-11	124	x	99	-19	6	1
Cc1cc(C)c(OCC(=O)NCC2COc3ccccc3O2)c(C)c1 (centres undefined)	100	6	-2	116	x	90	1	9	0
CCOc1ccc(CC2NCCc3cc(OCC)c(OCC)cc32)cc1OCC (centres undefined)	99	6	9	119	-0.9	102	7	3	1
COc1cc(/C=C/C(=O)c2ccc(C)c([N+](=O)[O-])c2)cc(OC)c1O	89	-2	3	88	4.1	101	16	3	2
CCCCCC(=O)Nc1ccc(N2CCN(S(C)(=O)=O)CC2)cc1	104	7	3	99	x	104	3	0	7
CCOc1ccc(N2C(=O)C3CC(C)=C(C)CC3C2=O)c([N+](=O)[O-])c1 (centres undefined)	96	7	6	97	0.8	100	8	0	0
CCC(C)NC(=O)c1ccc(CNS(=O)(=O)c2ccc3c(c2)C(C)(C)C(=O)N3C)cc1 (centres undefined)	104	3	3	100	3.3	105	-1	-3	0
Cc1cc(C)c(Nc2ncccc2C(=O)O)c(C)c1	96	1	1	112	0.2	94	-1	-14	11
COc1cc(CN2CCC(C(N)=O)CC2)ccc1OCc1ccccc1	93[may fluoresce violet]	1	9	96	1.8	u	-7	8	0
Cc1nnc(SCC(=O)Nc2ccc(N3CCN(S(C)(=O)=O)CC3)cc2)o1	105	1	-7	91	0.4	106	-12	-4	2
Cn1c(=O)[nH]c(=O)c2c1nc1n2CCS1	101	3	3	103	1.0	100	-10	2	0
COc1cc(C(CC(=O)Nc2cccc(C)n2)N2Cc3ccccc3C2=O)cc(OC)c1OC (centres undefined)	95	10	-7	68	2.5	101	-2	-4	2
CSc1cccc(N2CC(C(=O)NCCN3C(=O)S/C(=C\c4cccnc4)C3=O)CC2=O)c1 (centres undefined)	107	4	0	94	0.0	102	4	5	0
CC(CCN1CCN(c2ccccn2)CC1)c1ccccc1 (centres undefined)	103	12	5	99	-3.9	103	13	-4	1
COc1ccc(N(C(C)C(=O)N/N=C/c2cccnc2)S(C)(=O)=O)cc1 (centres undefined)	105	-2	4	95	0.2	117	10	6	3
O=C(Nc1ccc2c(c1)OCCO2)Nc1ccc2c(c1)OCO2	103	4	5	98	-0.7	107	5	-3	2
CCn1c(C(=O)NC(C)c2ccc3c(c2)OCCO3)cc2sccc21 (centres undefined)	105	3	4	98	-2.4	105	-2	-3	0
COc1ccccc1/C=C/C1=NC(=C\C=C/c2ccccc2)/C(=O)O1	100	-9	-26	114	-2.6	102	-78	-6	3
Cc1cc(C)cc(NC(=O)CSc2nnc(NC(=O)C3CC3)s2)c1	100	-5	1	104	-0.1	101	-2	-1	2
(further entries)
SMILES	AGP1 TOR yeast	GLD-1 TGE inh	BCLXL inh	CR mimetic SO	MEX-5 binding	CIT2-GFP yeast	MCL1-BIM inh	VLA-4 inh	GRK2 aptamer HTS
COC(=O)/C(N=Nc1cccc(C(F)(F)F)c1)=C(\C)O	96	-4	5	105	2.1	113	2	10	1
CCC(C)(CCNC(=O)Cc1ccccc1)c1ccccc1OC (centres undefined)	97	-9	5	101	-1.1	99	4	14	2
Cc1noc(C)c1CSc1ccc2ccccc2n1	92	-5	-5	108	0.4	87	-2	2	0
COc1cccc(-c2cc3nc4c(c(NCC(C)(C)CN(C)C)n3n2)CCCC4)c1	99	0	4	114	0.6	105	3	-10	0
CC1CCCN(c2ccc(N)cc2C(N)=O)C1 (centres undefined)	97	-3	-1	87	1.8	119	5	5	2
NC(=O)[C@@H]1CCCN1Cc1nc(-c2ccccc2)no1	112	9	-1	95	x	105	1	-2	4
Cc1cc(C(=O)NP(=O)(N2CC(C)OC(C)C2)N2CC(C)OC(C)C2)c(C)n1C1CC1 (centres undefined)	104	5	8	94	-2.8	100	4	11	2
COc1ccc2c(c1)c(C(=O)CNc1nc(C)cs1)c(C)n2C	95	-3	3	91	0.3	96	-5	12	1
CCOc1ccccc1NC(=O)c1cc(C(=O)c2cc(OC)ccc2O)coc1=N	93	1	6	102	-0.7	96	3	-2	0
COc1ccc(-n2cnnc2SCC(=O)N2CCN(c3ccccc3)CC2)cc1	94	-6	-10	102	0.3	99	-8	6	3
O=C(NCCNc1ccccc1[N+](=O)[O-])c1cc(F)c(F)cc1Cl	96	6	5	112	-1.8	98	0	15	0
CCCOC(=O)NC1C(NC(=O)OCCC)N(C)C(=O)N1C (centres undefined)	106	1	6	112	-2.5	100	9	2	0
Cc1ccc(C(=O)NN2C(=O)C3C4C=CC(C5CC45)C3C2=O)cc1 (centres undefined)	101	5	-1	92	0.8	115	3	5	0
NS(=O)(=O)c1ccc(CNC(=O)c2cccnc2Cl)cc1	106	-3	2	92	0.8	106	0	2	0
O=C(Nc1ccc(C(F)(F)F)cc1)c1ccc(NC(=O)C2CCCO2)cc1 (centres undefined)	97	-4	-8	101	-1.0	92	-8	-22	0
CCC(C(=O)N1CCN(S(C)(=O)=O)CC1)c1ccccc1 (centres undefined)	102	-5	2	109	0.5	100	4	4	1
CC(C)c1ccc(CN(C(=O)c2cc3ccccc3oc2=O)C2CCS(=O)(=O)C2)cc1 (centres undefined)	71	3	1	101	0.5	89	-1	13	2

Rows were taken by chance; about 2.1% have a hit in one of these screens.
